Source: PubChem BioAssay (National Center for Advancing Translational Sciences (NCATS))
BCR signal inh – inhibitors of chronic active B-cell receptor signaling; Potency, µM (highest dose often 46.1 µM), inactives show at the highest dose ratio change, negative = lower green/red ratio, hits mostly inhibitors; actives 0.05% (n = 340,000); ABC-DLBCL IkBa-CBG/CBR reporter, luminescence ratio, 4 h; active = well fitted inhibition curve with a large enough effect in the signal ratio, with a control signal flat, not every such curve was filed as active; inconclusive = small, poorly fitted or top-dose-only effect, or effect the other way, or a change in a side signal; the % refers to the signal ratio;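 note: potency is the fitted concentration of half-maximal effect; plate controls were basal doxycycline-induced cells for no effect and cells given 10 µM MG132 for full effect; MG132 reads +100%, hits lower the ratio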
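Cell line TMD8 (human ABC DLBCL), stably expressing tet-inducible CBG68-IkBa fusion and CBR; IMDM/0.5% FBS; cpd up to 46 uM; dox induction, 4 h, 37C/5% CO2; dual luminescence; green/red ratio; MG132 control.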
Integrin act MD – activates integrin-mediated alleviation for muscular dystrophy | alpha7betagal myoblasts, beta-gal FDG fluorescence, 48 h | Potency, µM (titrated, usually from 38.3 µM), for the others: at the highest dose activation, actives largely listed as activators | actives 0.064% (n = 350,000);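 note: potency is the fitted concentration of half-maximal effect; 100% = response of the positive control SU9516; nearly all actives have a fitted effect of over 60% in size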
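Alpha7betagal+/- myoblasts (passage 13) were plated 16-24 hr, then exposed to compounds (1:260 dilution of DMSO stock) for 48 hours at 37C. After MPER lysis, β-galactosidase reporter activity was read as FDG fluorescence (ex 480/em 540) after 30 minutes.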
Coupling enz – coupling enzyme interference in Giardia aldolase counter-screen; coupling enzyme system counterscreen, AmpLite Red fluorescence; activity change, negative = inhibition, % at 58.2 µM, hits read low; AID 2472; actives 0.67% (n = 290,000); in the data active = activity change below about -30%; note: % is set by controls: 0 for no effect and ±100 for the full control effect
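Compounds tested against the coupling enzymes alone at 57.5 uM final; readout was AmpLite Red fluorescence (525/598 nm) after 20 min at RT.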
Menin MLL FP TR – displaces Texas Red mutant MLL peptide from human menin | Potency, µM (titrated, usually from 61.6 µM), for inactives: at the top dose FP activity change, negative = inhibition, usual class: inhibitors | actives 0.23% (n = 270,000) | O00255 | Menin + Texas Red MLL mutant peptide, fluorescence polarization; active = well fitted inhibition curve with a large enough effect in the polarisation, with a control signal flat, not every such curve was filed as active; inconclusive = small, poorly fitted or top-dose-only effect, or effect the other way, or a change in a side signal; inactive = no such curve, though single readings can be large or run the other way; the % refers to the polarisation; note: potency is the fitted concentration of half-maximal effect; % of control where 0% means no effect; many of its hits are not listed in these tables
PKM2 act – activators of human pyruvate kinase M2 | P14618 | purified PKM2, Kinase-Glo ATP luminescence, activation; response scale: 0% is enzyme alone, no compound | Potency, µM (top dose mostly 57.5 µM), inactives show at the highest dose activation, most hits filed as activators | actives 0.34% (n = 260,000) | AID 1631; note: potency is the fitted concentration of half-maximal effect; % is set by controls: 0 for no effect and ±100 for the full control effect; nearly all actives have a fitted effect of over 55% in size
Target sequence (P14618 whole entry, looked up): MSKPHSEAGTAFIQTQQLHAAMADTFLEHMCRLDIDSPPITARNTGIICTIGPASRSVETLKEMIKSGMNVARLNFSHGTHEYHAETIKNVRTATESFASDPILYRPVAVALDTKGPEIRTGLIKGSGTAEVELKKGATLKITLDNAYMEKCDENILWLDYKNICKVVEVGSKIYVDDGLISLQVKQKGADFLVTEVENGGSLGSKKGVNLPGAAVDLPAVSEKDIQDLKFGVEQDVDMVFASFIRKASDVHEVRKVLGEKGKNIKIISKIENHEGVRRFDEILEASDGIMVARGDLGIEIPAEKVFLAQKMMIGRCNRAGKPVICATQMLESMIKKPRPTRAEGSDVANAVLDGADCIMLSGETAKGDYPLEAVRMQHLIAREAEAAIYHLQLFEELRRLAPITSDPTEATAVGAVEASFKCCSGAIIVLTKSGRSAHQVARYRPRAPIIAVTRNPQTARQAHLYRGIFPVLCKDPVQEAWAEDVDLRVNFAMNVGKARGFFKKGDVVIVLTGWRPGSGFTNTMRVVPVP
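hPK-M2, >95% pure; 0.1 mM ADP / 0.5 mM PEP final; imidazole pH7.2 buffer w/ 7 mM MgCl2, 50 mM KCl; 1 h RT; Kinase-Glo lum. Intermediate enzyme activity for dual inhibitor/activator qHTS.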
Giardia kill – kills Giardia lamblia | Giardia lamblia trophozoite viability | activity change, % at 7.66 µM, hits read low | actives 0.15% (n = 340,000); in the data active = activity change below about -80%; inconclusive = between about -30% and that limit;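 note: parasites exposed to compound for two days anaerobically before the ATP read; % is set by controls: 0 for no effect and ±100 for the full control effect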
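Anaerobic 48 hrs incubation at 37 deg C of 100 trophozoites/well with test compounds; ATPLite 1-Step luminescence, 15-30 min RT, reports cellular ATP as viability.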
ASM inhibitor – inhibitors of human secretory acid sphingomyelinase. Potency, µM (series often up to 57.5 µM), without a hit: at the top dose activity change, negative = inhibition, usual class: inhibitors. P17405. placental ASM, HMU-PC fluorogenic substrate, 60 min. AID 504937. actives 0.006% (n = 340,000); note: potency is the fitted concentration of half-maximal effect
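HMU-PC0 cleavage (9 uM final) by human placental ASM, 60 min at 37 °C following 10 min compound exposure at RT; stopped at pH 10, fluorescence Ex 386/Em 447 nm.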
B2AR arrestin – agonists driving beta-arrestin recruitment to human beta2-adrenergic receptor. Potency, µM (titrated, usually from 46.1 µM), inactives show top-dose activation, hits mostly activators. actives 0.02% (n = 330,000). P07550. beta-arrestin recruitment to beta2AR, cell-based reporter. AID 492947;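 note: potency is the fitted concentration of half-maximal effect; 0% = DMSO controls and full agonism = EC100 isoproterenol or metaproterenol; nearly all actives have a fitted effect of over 65% in size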
Tb PFK inh – blocks T. brucei phosphofructokinase. actives 0.17% (n = 330,000). Potency, µM (series often up to 57.5 µM), without a hit: at the top dose activity, negative = inhibition, usual class: inhibitors. AID 485367. T. brucei PFK, ADP-Glo luminescence;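 note: potency is the fitted concentration of half-maximal effect; 0% = uninhibited 1x PFK enzyme wells and -100% = no-enzyme wells; nearly all actives have a fitted effect of over 60% in size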
Target sequence (O15648 whole entry, looked up): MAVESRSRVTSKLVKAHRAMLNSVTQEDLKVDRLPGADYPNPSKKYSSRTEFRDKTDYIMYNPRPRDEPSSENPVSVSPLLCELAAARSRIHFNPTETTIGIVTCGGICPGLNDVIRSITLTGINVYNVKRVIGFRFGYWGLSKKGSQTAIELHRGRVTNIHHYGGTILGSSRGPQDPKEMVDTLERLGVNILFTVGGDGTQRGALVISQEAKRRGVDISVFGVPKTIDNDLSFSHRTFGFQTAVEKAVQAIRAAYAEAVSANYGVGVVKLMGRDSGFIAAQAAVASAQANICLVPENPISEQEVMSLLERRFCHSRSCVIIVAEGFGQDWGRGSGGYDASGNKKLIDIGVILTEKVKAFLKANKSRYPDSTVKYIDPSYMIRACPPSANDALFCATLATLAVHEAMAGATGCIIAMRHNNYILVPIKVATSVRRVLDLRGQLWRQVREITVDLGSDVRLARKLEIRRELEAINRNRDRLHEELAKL
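Luminescent ADP detection (ADP-Glo, two-step: ATP depletion then ADP-to-ATP conversion for luciferase) reported PFK activity after 45 min room-temperature reaction of 1.25 nM enzyme with 0.5 mM F6P and 0.1 mM ATP at pH 8.0.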
GALK inh – inhibitors of human galactokinase. P51570. Purified GALK, Kinase-Glo residual ATP luminescence. Potency, µM (doses to about 57.5 µM), for the others: at the top dose activity change, negative = inhibition, most hits filed as inhibitors. actives 0.007% (n = 270,000); note: potency is the fitted concentration of half-maximal effect; % is set by controls: 0 for no effect and ±100 for the full control effect
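Compounds were pin-transferred into ATP buffer (35 uM final), then GALK plus galactose (5 nM, 100 uM final) was added. After 1 h at room temperature, Kinase-Glo Plus was added and luminescence read after 10 min.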
TSG101-PTAP inh – blocks PTAP/TSG101 interaction to inhibit HIV-1 budding. Q99816. Fluorescence polarization, FITC-PTAP peptide / Tsg101 binding. Potency, µM (titrated, usually from 115 µM), for the others: at the top dose activity change, negative = inhibition, most hits filed as inhibitors. 340,000 tested, under 10 active; active = well fitted inhibition curve with a large enough effect in the main read-out, with a control signal flat, not every such curve was filed as active; inconclusive = small, poorly fitted or top-dose-only effect, or effect the other way, or a change in a side signal; inactive = no such curve, though single readings can be large or run the other way; note: potency is the fitted concentration of half-maximal effect; % of control where 0% means no effect
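Tsg101 binding domain (10 uM final) was mixed with compound and a FITC-labeled PTAP peptide (50 nM final) in HEPES pH 7.5 buffer with NaCl, Tween 20, EDTA and TCEP; fluorescence polarization was read after 20 min at r.t.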
An asterisk follows results filed as active; ? = inconclusive; / = no result given; & = joins results of further samples; [ ] = dose if it differs, or a comment. Unless noted, calls come from the whole dose curve; as a rule, active = well fitted curve in the direction sought with a large enough effect; inconclusive = small, poorly fitted or top-dose-only effect, or another doubt; inactive = no such curve, though single readings can be large; an effect the other way counts as inactive or inconclusive.

SMILES | BCR signal inh | Integrin act MD | Coupling enz | Menin MLL FP TR | PKM2 act | Giardia kill | ASM inhibitor | B2AR arrestin | Tb PFK inh | GALK inh | TSG101-PTAP inh
O=c1cc(Cl)[nH]c(=O)n1Cc1ccc(F)cc1 | 2% | 0% | / | / | / | -5 | 9% | -0.3% | 0% | -11% | 0%
CN(C)c1ccccc1C(=O)N1CCCC(Nc2ccc(F)cc2)C1 (stereo not given) | 0% | 12% | 2 | -21% | / | -11 | 4% | 0.5% | 2% | -1% | -1%
COc1ccc(C2=NOC(Cn3nc(-c4ccccc4)cc3C(=O)NCc3ccccc3OC)C2)cc1 (stereo not given) | -5% | 5% | / | / | / | 13 | 0% | -0.8% | 7% | / | 0%
COc1cc(/C=N/NC(=O)c2ccncc2)ccc1O | ? | / | 1&3 | -16%&2% | -15%&-18% | 3&-1 | -4%&2% | 0.0%&0.0% | -2%&0% | / | -3%&1%
CCOc1ccc(CN(C)C(=O)[C@H](C)NC(=O)c2ccco2)cc1OC | ? | -10% | 2 | / | / | 8 | 1% | -0.5% | -2% | 5% | -1%
CCCCN(C)S(=O)(=O)c1ccc(C(=O)N(CCN(C)C)c2nc3ccc(C)cc3s2)cc1 | 7% | -32% | 6 | -15% | -7% | 5 | -2% | -1.0% | -1% | 0% | -6%
CC(Nc1cc(N2CCNCC2)ccc1[N+](=O)[O-])c1ccccc1 (stereo not given) | 0% | -18% | -7 | -17% | -2% | 9 | -25% | -0.6% | -1% | 2% | -1%
O=C(Cc1ccccc1)NCC(=O)OC(c1ccccc1)c1ccccc1 | ? | 3% | 1 | -1% | 2% | -2 | -1% | -0.6% | -1% | -1% | -1%
Cc1oc(-c2cccs2)nc1CS(=O)CC(=O)NCCc1ccccc1 (stereo not given) | 7% | 3% | 0 | 7% | 6% | -6 | -6% | 0.4% | 0% | 2% | -4%
CC(C)C1C(C#N)=C(N)Oc2n[nH]c(-c3ccc4ccccc4c3)c21 (stereo not given) | ? | -21% | 6 | 14% | 4% | -2 | 28% | 0.0% | 0% | -2% | -7%
CCC(=O)NC(=S)Nc1ccc(NC(=S)NC(=O)c2ccccc2)cc1 | ? | -13% | -2 | -28% | -10% | 16 | -3% | -0.1% | -8% | 5% | -3%
COc1ccccc1CC(NC(C)=O)C(=O)NC1CCN(C(=O)NCc2ccccc2)CC1 (stereo not given) | ? | 28% | 0 | 0% | -3% | 6 | 4% | -0.1% | 19% | -4% | -2%
C(=N\NCc1ccccc1)/c1ccc2ncccc2c1 | -19% | ? | 0 | / | 0% | 12 | 1% | 0.0% | 1% | -3% | -2%
COc1ccc(N2CCN(CCCNC(=O)C(=O)c3c[nH]c4ccccc34)CC2)cc1 | ? | -14% | 1 | 5% | 3% | 2 | -3% | 0.9% | 0% | 2% | -3%
Cc1onc(-c2c(F)cccc2Cl)c1C(=O)Nc1nccs1 | 0% | 6% | -2 | 17% | 1% | 23 | -3% | 0.1% | 2% | 11% | -5%
C1CCCCCC(NCCN2CCNCC2)CCCCC1 | -8% | -35% | -1 | / | -2% | -10 | 3% | -0.6% | 0% | 3% | 1%
C=CCn1c(Cc2csc(N)n2)nnc1SCC(=O)OCC | -2% | -11% | 1 | -6% | -5% | -11 | 1% | -0.3% | -1% | 0% | -4%
O=C(O)C1CCN(Cc2ccccn2)CC1 | 6% | 2% | 2 | -8% | -13% | -14 | 0% | -0.1% | -5% | 8% | -2%
O=C(Cc1ccccc1[N+](=O)[O-])N1CCOCC1 | 2% | 0% | -3 | 4% | 0% | -1 | -3% | 0.4% | -2% | -3% | -5%
COc1ccc(CCN(C)C(=O)CSc2nccn2C)cc1OC | 2% | 6% | 0 | -5% | -2% | 17 | 2% | 0.4% | -1% | 0% | -7%
O=C(NNC(=O)c1cc2ccccc2oc1=O)c1ccccc1 | / | 20% | 3 | 5% | -8% | -3 | -1% | -0.3% | 0% | -1% | -2%
CCOC(=O)c1cc2c(OC)ccc(OC)c2n1CC(=O)c1ccccc1 | 0% | 4% | -2 | -12% | / | -8 | 1% | -0.9% | 0% | / | -4%
O=C(NNC(=O)C1CCN(S(=O)(=O)c2ccc(Cl)cc2)CC1)c1ccc(Cl)cc1 | 15% | 15% | 5 | / | -1% | 7 | -2% | 0.0% | 1% | 1% | -9%
CCOC(=O)CC(NS(=O)(=O)c1ccc(NC(C)=O)cc1)c1ccc(OCC)cc1 (stereo not given) | -3% | -8% | 0 | -2% | 0% | -4 | 0% | -0.4% | 1% | -13% | -1%
COc1ccc(OC)c(-c2csc(NC(=O)COC(=O)c3ccc(NC(=O)CC#N)cc3)n2)c1 | 5% | 39% | / | / | / | 49[activator] | -1% | -0.1% | 21µM* | / | 2%
Carrying on.
SMILES | BCR signal inh | Integrin act MD | Coupling enz | Menin MLL FP TR | PKM2 act | Giardia kill | ASM inhibitor | B2AR arrestin | Tb PFK inh | GALK inh | TSG101-PTAP inh
CCC(CNC(=O)c1c(C)nn(-c2ccccc2)c1Cl)c1ccccc1 (stereo not given) | 15% | 2% | -2 | ? | -5% | -5 | -3% | 0.3% | 2% | -3% | -5%
CCCn1c(N)c(N(CCOC)C(=O)C2CCCC2)c(=O)[nH]c1=O | 1% | 10% | / | / | / | -10 | -1% | -1.3% | -4% | / | 1%
Cc1ccc(NS(=O)(=O)c2ccc(C)c(C(=O)N3CCN(C)CC3)c2)cc1 | 3% | 7% | 1 | -3% | -2% | 29 | 3% | 0.3% | 0% | -2% | -4%
CSCCC(C)N1CCC(Oc2ccc(C(=O)N3CCCC3)cc2)CC1 (stereo not given) | 6% | -9% | / | / | 4% | -11 | -2% | -0.9% | 2% | -2% | /
Cc1ccc(S(=O)(=O)CCC(=O)N(Cc2nnc(-c3ccc(Cl)cc3)o2)C2CC2)cc1 | 0% | 15% | / | / | / | -13 | 1% | -1.6% | 0% | / | -2%
Cc1ccccc1C1C(C#N)=C2NC(=O)c3c(sc4c3CCCCC4)N2C2=C1C(=O)CC(C)(C)C2 (stereo not given) | -7% | / | -2 | -11% | 3% | / | / | 0.2% | 3% | / | /
O=C(NCc1ccco1)C12CC3CC(CC(C3)C1)C2 | -12% | -2% | 0 | 0% | -1% | 4 | 3% | -0.6% | -2% | -1% | -4%
Cc1ccc(NC(=O)COc2coc(CN3CCc4ccccc43)cc2=O)c(C)c1 | -3% | -16% | / | / | / | 11 | -2% | 0.3% | -4% | / | -2%
CC(=O)c1ccc(Oc2ccc(C(C)=O)cc2)cc1 | -17% | 17% | 2 | 5% | 0% | 7 | 0% | -1.0% | 1% | 2% | -7%
O=[N+]([O-])c1cc(NCCO)c(N2CCCCCC2)c2nonc12 | 2% | 9% | -1 | 1% | / | -2 | -10% | -0.1% | 0% | -4% | -6%
COC(=O)c1ccc(COc2ccccc2/C=C(\C#N)C(=O)Nc2ccc(C)cc2C)cc1 | 9% | 15% | 0 | 3% | -3% | -11 | -5% | 3.1% | -3% | 0% | 0%
CCCCNC(=O)/C(C#N)=C/c1ccc(C(=O)OC)cc1 | 5% | 0% | 1 | 7% | 4% | 0 | 2% | -0.4% | 2% | 2% | 0%
Cc1ccc(C(C(=O)NCC2CCCO2)N(C(=O)c2snc(C(N)=O)c2N)c2ccc(F)cc2)o1 (stereo not given) | 0% | -2% | 0 | ? | / | 23 | / | -0.1% | 3% | 1% | -5%
CN(Cc1ccc(OCC(O)CN(C)Cc2ccccc2)cc1)Cc1nccn1C (stereo not given) | -1% | -39% | -2 | / | -8% | 2 | 9% | -0.8% | -4% | -2% | 0%
COc1ccccc1N1CCN(CC(=O)NCc2ccc(Cl)cc2)CC1 | 1% | ? | -1 | -14% | 0% | -6 | 0% | -0.2% | -5% | -4% | -4%
COc1cccc(NC(=O)CSc2c3c(nc4ccccc24)CCCC3)c1 | ? | -41% | 4 | -6% | 1% | 12 | -4% | -0.1% | -2% | / | -6%
COC(=O)c1cc(COC(=O)CNC(=O)c2cccc(C)c2)oc1C | 4% | ? | / | / | / | 6 | 0% | 0.1% | 1% | / | -3%
O=C(CCC(=O)Nc1ccccc1)N/N=C/c1ccco1 | 1% | 9% | 0 | 9% | -3% | -3 | 6% | -0.6% | -2% | 3% | 6%
Cc1cc(C)n2nc(C(=O)NCc3ccco3)cc2n1 | 0% | -25% | 3 | -13% | 12% | 8 | 2% | 0.0% | -2% | 8% | 1%
COc1ccc(CC(=O)Nc2ccccc2N2CCOCC2)cc1OC | -18% | 7% | 3 | 2% | 3% | 25 | 3% | 0.2% | 7% | 6% | 1%

Some of the compounds tested (hit frequency here may not be typical).
